VLA-4 inh: inhibition in a human VLA-4 binding assay; VLA-4 expressing cells, ligand binding flow cytometry; inhibition, % (about 7 µM as worked out from the volumes in the protocol); 330,000 compounds, 0.2% hits; in the data active = inhibition above about 50%
Fam108B counter: Fam108B inhibition, counter-screen for RBBP9 inhibitors. recombinant Fam108B, FP-Rh probe fluorescence polarization. AID 1947. 300,000 compounds, 0.33% hits. inhibition, % at 9.51 µM;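 active = inhibition above the screen mean inhibition plus 3 SD, computed separately per campaign, cut at about 18% in these data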;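 also: inhibitors lower polarization as less probe binds the enzyme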
Bcl-xL primary: inhibitors of human Bcl-xL; GST-Bcl-xL / FITC-Bim BH3 peptide fluorescence polarization; Q07817; 320,000 compounds, 0.7% hits; inhibition, % at 10.9 µM; AID 2129;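 active = inhibition above the mean of all tested compounds plus 3 SD, cutoff set per campaign, cut at about 30% in these data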;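 also: 0% = DMSO wells and 100% = unlabeled Bim-BH3 peptide competitor; inhibitors lower millipolarization by displacing the labeled peptide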
Target sequence (Q07817 whole entry, looked up): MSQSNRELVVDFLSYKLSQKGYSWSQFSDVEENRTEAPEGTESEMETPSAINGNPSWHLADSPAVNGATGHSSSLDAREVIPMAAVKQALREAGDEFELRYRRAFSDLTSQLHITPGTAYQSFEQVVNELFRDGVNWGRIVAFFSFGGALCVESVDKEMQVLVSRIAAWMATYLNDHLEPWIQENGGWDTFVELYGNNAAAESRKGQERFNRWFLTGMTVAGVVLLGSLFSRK
GLD-1 RNA inh: GLD-1-TGE RNA interaction inhibition (C. elegans) | Q17339 | purified GLD-1 + fluorescein TGE RNA, fluorescence polarization | inhibition, % at 5.96 µM | 320,000 compounds, 0.44% hits | AID 2280;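 active = percent inhibition above a per-plate cutoff, the plate mean of test compounds plus 3 SD, cut at about 30% in these data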;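 also: 0% = DMSO wells with GLD-1 and probe and 100% = wells lacking GLD-1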
AGP1-GFP MLPCN: yeast TOR pathway AGP1-GFP modulation; S. cerevisiae AGP1-GFP multiplex flow cytometry, 3 h; GFP as percent of DMSO wells; GFP response vs DMSO, % at 10 µM; 320,000 compounds, 0.02% hits; AID 2066;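 active = GFP response relative to DMSO above a set limit, near screen average plus 3 SD, cut at about 150% in these data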;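 also: median GFP channel fluorescence of the gated AGP1 strain per well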
MEX-5 binding: C. elegans MEX-5 TCR-2 RNA binding activity; Q9XUB2; MEX-5/FITC-TCR2 RNA binding, fluorescence polarization; hits give low values; activity score (negative = inhibition of binding), % at 10 µM; 300,000 compounds, 0.38% hits; AID 1832;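 active = inhibition past about -25% in most replicates, and total fluorescence under double the plate's negative control median, limit read from the data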;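 also: 0% = DMSO and -100% = 5 µM competing unlabeled TCR2 RNA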
Target sequence (Q9XUB2 whole entry, looked up): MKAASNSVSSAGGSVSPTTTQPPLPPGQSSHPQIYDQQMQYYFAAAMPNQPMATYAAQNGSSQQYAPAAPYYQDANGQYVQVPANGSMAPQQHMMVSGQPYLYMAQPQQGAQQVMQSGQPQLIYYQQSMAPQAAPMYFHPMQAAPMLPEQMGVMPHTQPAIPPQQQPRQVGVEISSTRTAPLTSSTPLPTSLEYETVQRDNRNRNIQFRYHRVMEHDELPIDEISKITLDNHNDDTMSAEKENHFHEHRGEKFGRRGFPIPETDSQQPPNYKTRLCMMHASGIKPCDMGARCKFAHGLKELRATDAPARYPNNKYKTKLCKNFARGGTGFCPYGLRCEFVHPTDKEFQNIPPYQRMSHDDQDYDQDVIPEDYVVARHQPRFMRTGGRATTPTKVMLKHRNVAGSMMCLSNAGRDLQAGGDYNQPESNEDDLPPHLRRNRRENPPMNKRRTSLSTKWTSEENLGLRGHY
CIT2 TOR yeast: alters CIT2-GFP fluorescence in TOR pathway yeast screen. 320,000 compounds, 0.065% hits. GFP response vs DMSO, % at 10 µM. AID 2029. S. cerevisiae CIT2-GFP strain, flow cytometry, 3 h; 100 means same as DMSO wells;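 active = GFP response relative to DMSO above a set limit, near the screen mean plus 3 SD, cut at about 150% in these data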;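 also: ratio of well median GFP fluorescence to mean of DMSO wells on the plate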
GRK2 aptamer HTS: human GRK2 inhibition via aptamer displacement. P25098. bead flow cytometry, FAM-aptamer displacement from GRK2. inhibition of aptamer binding, % at 10 µM. 330,000 compounds, 0.59% hits. AID 488847;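 active = inhibition of aptamer binding above 40%, roughly 3 SD of noise, on plates passing a quality check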;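 also: median bead fluorescence of bound FAM aptamer so fluorescent compounds give negative values; no value below 0 was filed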
MCL1 BIM primary: disrupts human MCL1 binding to BIM-BH3 peptide; AID 2057; inhibition, % at 10.9 µM; 320,000 compounds, 0.68% hits; Q07820; GST-MCL1 / FITC-Bim-BH3 fluorescence polarization;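 active = inhibition above the mean inhibition of all tested compounds plus 3 SD, set per campaign, cut at about 40% in these data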;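 also: 0% = DMSO wells and 100% = unlabeled Bim-BH3 peptide control; higher means more loss of mP so more displacement of Bim peptide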
Target sequence (Q07820 whole entry, looked up): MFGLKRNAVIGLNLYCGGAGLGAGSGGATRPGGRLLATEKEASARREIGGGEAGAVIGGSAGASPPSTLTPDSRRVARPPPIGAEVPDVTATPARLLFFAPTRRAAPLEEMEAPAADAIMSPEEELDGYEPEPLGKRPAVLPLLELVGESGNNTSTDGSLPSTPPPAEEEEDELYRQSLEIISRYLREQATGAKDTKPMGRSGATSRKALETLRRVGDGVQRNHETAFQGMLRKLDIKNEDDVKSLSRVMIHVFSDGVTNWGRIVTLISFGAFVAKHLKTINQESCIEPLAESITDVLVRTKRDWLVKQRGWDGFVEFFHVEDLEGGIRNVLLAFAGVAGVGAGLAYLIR
An asterisk follows results filed as active.

C(=N\Nc1nc(-c2ccccc2)cs1)/c1cccnc1 was read as VLA-4 inh -8, Fam108B counter 12, Bcl-xL primary 3, GLD-1 RNA inh 5, AGP1-GFP MLPCN 92, MEX-5 binding -0.7, CIT2 TOR yeast 73, GRK2 aptamer HTS 2 and MCL1 BIM primary 2.
O=C(OCc1nc2ccccc2[n+]([O-])c1C(=O)c1ccccc1)c1ccco1 was read as VLA-4 inh -3, Fam108B counter 0, Bcl-xL primary 7, GLD-1 RNA inh 7, AGP1-GFP MLPCN 94, MEX-5 binding 3.7, CIT2 TOR yeast 85, GRK2 aptamer HTS 0 and MCL1 BIM primary 4.
Screening Cc1c(NC(=O)CN2C(=O)C(=O)c3ccccc32)c(=O)n(-c2ccccc2)n1C returned VLA-4 inh -2, Fam108B counter -4, Bcl-xL primary 2, GLD-1 RNA inh -11, AGP1-GFP MLPCN 89, MEX-5 binding 0.4, CIT2 TOR yeast 93, GRK2 aptamer HTS 3 and MCL1 BIM primary -2.
`O=C(NCC(=O)N1CCCC1)c1ccc(Cl)cc1` gave VLA-4 inh 26, Fam108B counter 0, Bcl-xL primary 2, GLD-1 RNA inh 1, AGP1-GFP MLPCN 111, MEX-5 binding 0.4, CIT2 TOR yeast 117, GRK2 aptamer HTS 0 and MCL1 BIM primary 1.
For CCOC(=O)C1C(=O)NC(N2CCCCC2)=NC1c1ccccc1 (centres undefined) the results were VLA-4 inh 8, Fam108B counter -5, Bcl-xL primary -2, GLD-1 RNA inh 2, AGP1-GFP MLPCN 98, MEX-5 binding 1.2, CIT2 TOR yeast 95, GRK2 aptamer HTS 2 and MCL1 BIM primary -7.
Screening O=c1[nH]c2cc3c(cc2cc1CN(CC1CCCO1)S(=O)(=O)c1ccccc1)OCCO3 (centres undefined) returned VLA-4 inh 0, Fam108B counter -3, Bcl-xL primary 4, GLD-1 RNA inh -2, AGP1-GFP MLPCN 92, MEX-5 binding 1.2, CIT2 TOR yeast 98, GRK2 aptamer HTS 5 and MCL1 BIM primary 7.
Screening C=CCn1c(SCC(=O)Nc2ccc(N3CCOCC3)cc2)nnc1-c1ccncc1 returned VLA-4 inh 12, Fam108B counter -2, Bcl-xL primary 0, GLD-1 RNA inh 0, AGP1-GFP MLPCN 80, MEX-5 binding -3.3, CIT2 TOR yeast 84, GRK2 aptamer HTS 2 and MCL1 BIM primary -3.
`Cc1ccc(NCc2nnc(SCC(=O)N3CCCc4ccccc43)o2)c(C)c1` gave VLA-4 inh 8, Fam108B counter -4, Bcl-xL primary 3, GLD-1 RNA inh 1, AGP1-GFP MLPCN 107, MEX-5 binding 0.0, CIT2 TOR yeast 104, GRK2 aptamer HTS 3 and MCL1 BIM primary 6.
For O=C(COC(=O)CSc1ccc(F)cc1)NCCCc1ccccc1 the results were VLA-4 inh 1, Fam108B counter 2, Bcl-xL primary 0, GLD-1 RNA inh -6, AGP1-GFP MLPCN 96, MEX-5 binding 0.7, CIT2 TOR yeast 80, GRK2 aptamer HTS 3 and MCL1 BIM primary 1.
Cc1ccsc1C1Nc2ccc3ncccc3c2C2=C1C(=O)CCC2 (centres undefined) was read as VLA-4 inh 1, Fam108B counter -1, Bcl-xL primary 6, GLD-1 RNA inh 3, AGP1-GFP MLPCN 105, CIT2 TOR yeast 102, GRK2 aptamer HTS 0 and MCL1 BIM primary 4.
Screening O=C(CSc1ccc(-c2ccccn2)nn1)N1CCCc2ccccc21 returned VLA-4 inh 8, Fam108B counter -4, Bcl-xL primary 2, GLD-1 RNA inh 0, AGP1-GFP MLPCN 93, MEX-5 binding -4.3, CIT2 TOR yeast 87, GRK2 aptamer HTS 0 and MCL1 BIM primary 5.
Cc1ccc(S(=O)(=O)NNC(=O)c2cccnc2)cc1 was read as VLA-4 inh -1, Fam108B counter 2, Bcl-xL primary 2, GLD-1 RNA inh -1, AGP1-GFP MLPCN 102, MEX-5 binding -0.4, CIT2 TOR yeast 100, GRK2 aptamer HTS 0 and MCL1 BIM primary -3.
`O=S(=O)(c1ccc(Cl)cc1)N1CCN(c2ncccn2)CC1` gave VLA-4 inh 5, Fam108B counter 5, Bcl-xL primary 5, GLD-1 RNA inh -5, AGP1-GFP MLPCN 110, MEX-5 binding 2.3, CIT2 TOR yeast 91, GRK2 aptamer HTS 2 and MCL1 BIM primary 5.
Screening Cc1cc(C)n(C(=O)CCCC(=O)n2nc(C)cc2C)n1 returned VLA-4 inh 22, Fam108B counter 5, Bcl-xL primary 3, GLD-1 RNA inh 8, AGP1-GFP MLPCN 101, MEX-5 binding -2.0, CIT2 TOR yeast 102, GRK2 aptamer HTS 0 and MCL1 BIM primary -4.
`CCOc1ccc(NCc2cccn2-c2nnc(N3CCC(C(=O)NCCCN4CCCCC4C)CC3)s2)cc1` (centres undefined) gave VLA-4 inh -8, Fam108B counter 3, Bcl-xL primary -5, GLD-1 RNA inh 6, AGP1-GFP MLPCN 107, MEX-5 binding -0.2, CIT2 TOR yeast 105, GRK2 aptamer HTS 0 and MCL1 BIM primary 2.
Screening COC(=O)c1ccc(NC(=O)CN2CCOCC2)cc1 returned VLA-4 inh -1, Fam108B counter 0, Bcl-xL primary 0, GLD-1 RNA inh -2, AGP1-GFP MLPCN 94, MEX-5 binding 1.0, CIT2 TOR yeast 97, GRK2 aptamer HTS 0 and MCL1 BIM primary -5.
`CCOc1ccccc1N(CC(=O)NC1CCCCC1)C(=O)CCC(=O)Nc1nccs1` gave VLA-4 inh -10, Fam108B counter 0, Bcl-xL primary 2, GLD-1 RNA inh -1, AGP1-GFP MLPCN 76, MEX-5 binding 1.5, CIT2 TOR yeast 75, GRK2 aptamer HTS 2 and MCL1 BIM primary 0.
For CC(=O)N1CCN(CC(C)(C)NS(=O)(=O)c2ccc(C)cc2)CC1 the results were VLA-4 inh 9, Fam108B counter -3, Bcl-xL primary 2, GLD-1 RNA inh 3, AGP1-GFP MLPCN 112, MEX-5 binding -2.7, CIT2 TOR yeast 101, GRK2 aptamer HTS 0 and MCL1 BIM primary 3.
For CC(=O)Nc1cccc(-c2cn3ccccc3n2)c1 the results were VLA-4 inh -5, Fam108B counter 5, Bcl-xL primary 1, GLD-1 RNA inh 5, AGP1-GFP MLPCN 104, MEX-5 binding 0.8, CIT2 TOR yeast 106, GRK2 aptamer HTS 0 and MCL1 BIM primary 6.
O=C(CCC(=O)OCC(=O)c1cccc([N+](=O)[O-])c1)Nc1cccc(Cl)c1Cl was read as VLA-4 inh 7, Fam108B counter -1, Bcl-xL primary -4, GLD-1 RNA inh 6, AGP1-GFP MLPCN 99, MEX-5 binding -1.7, CIT2 TOR yeast 99, GRK2 aptamer HTS 1 and MCL1 BIM primary 1.
For Cc1ccc(-c2csc(N(CCCN3CCOCC3)C(=O)c3ccco3)n2)cc1 the results were VLA-4 inh 21, Fam108B counter 0, Bcl-xL primary 1, GLD-1 RNA inh 6, AGP1-GFP MLPCN 100, MEX-5 binding 0.7, CIT2 TOR yeast 101, GRK2 aptamer HTS 1 and MCL1 BIM primary 1.
`COC(=O)CSc1nc(NCC(C)C)nc(N2CCOCC2)n1` gave VLA-4 inh 8, Fam108B counter 1, Bcl-xL primary 3, GLD-1 RNA inh 1, AGP1-GFP MLPCN 95, MEX-5 binding -2.3, CIT2 TOR yeast 90, GRK2 aptamer HTS 4 and MCL1 BIM primary 7.
`Cc1ccsc1/C=N/NC(=O)CSCc1ccc(Cl)cc1` gave VLA-4 inh -5, Fam108B counter -6, Bcl-xL primary 1, GLD-1 RNA inh 0, AGP1-GFP MLPCN 90, MEX-5 binding -1.6, CIT2 TOR yeast 96, GRK2 aptamer HTS 0 and MCL1 BIM primary 2.
Screening O=C(CSCc1ccccc1Br)NNC(=S)NCc1ccco1 returned VLA-4 inh 9, Fam108B counter -2, Bcl-xL primary 3, GLD-1 RNA inh 4, AGP1-GFP MLPCN 93, MEX-5 binding 0.6, CIT2 TOR yeast 95, GRK2 aptamer HTS 3 and MCL1 BIM primary 0.
Screening O=C(CN1CCOCC1)Nc1ccc(NC(=O)c2ccccc2F)cc1 returned VLA-4 inh 0, Fam108B counter 2, Bcl-xL primary 5, GLD-1 RNA inh 0, AGP1-GFP MLPCN 99, MEX-5 binding 2.2, CIT2 TOR yeast 94, GRK2 aptamer HTS 3 and MCL1 BIM primary 3.
For CC(=O)c1sc(NC(=O)C2CCCN2S(=O)(=O)c2ccccc2F)nc1C (centres undefined) the results were VLA-4 inh 21, Bcl-xL primary 1, GLD-1 RNA inh 3, AGP1-GFP MLPCN 91, CIT2 TOR yeast 87, GRK2 aptamer HTS 0 and MCL1 BIM primary 3.
`COc1ccc(-c2csc(-n3ncc(-c4cccs4)c3N)n2)cc1` gave VLA-4 inh -3, Fam108B counter 2, Bcl-xL primary 5, GLD-1 RNA inh 3, AGP1-GFP MLPCN 88, MEX-5 binding 0.5, CIT2 TOR yeast 91, GRK2 aptamer HTS 3 and MCL1 BIM primary 6.
`CCCn1c(Nc2nc3ccccc3n2C)nc2ccccc21` gave VLA-4 inh 26, Fam108B counter 1, Bcl-xL primary 3, GLD-1 RNA inh 7, AGP1-GFP MLPCN 93, MEX-5 binding 3.2, CIT2 TOR yeast 81, GRK2 aptamer HTS 1 and MCL1 BIM primary 2.
Screening COC(=O)CCCC1=CC2=CC(=O)C(C)(OC(=O)c3cccs3)C(=O)C2=CN1C1CCCCC1 (centres undefined) returned VLA-4 inh -2, Fam108B counter -2, Bcl-xL primary 17, GLD-1 RNA inh 15, AGP1-GFP MLPCN 83, MEX-5 binding 0.1, CIT2 TOR yeast 67, GRK2 aptamer HTS 2 and MCL1 BIM primary 18.
Screening COc1ccc(C(=O)NCc2ccco2)cc1S(=O)(=O)N1CCOCC1 returned VLA-4 inh -6, Fam108B counter 1, Bcl-xL primary 4, GLD-1 RNA inh 0, AGP1-GFP MLPCN 95, MEX-5 binding 1.8, CIT2 TOR yeast 97, GRK2 aptamer HTS 0 and MCL1 BIM primary 4.
Screening Clc1ccc(-n2nnc(-c3ncc[nH]3)n2)cc1Cl returned VLA-4 inh 0, Fam108B counter 3, Bcl-xL primary 3, GLD-1 RNA inh 4, AGP1-GFP MLPCN 89, MEX-5 binding -2.2, CIT2 TOR yeast 105, GRK2 aptamer HTS 1 and MCL1 BIM primary 2.
CC(C)(C)NC(=O)NC(=O)CSc1nncs1 was read as VLA-4 inh -7, Fam108B counter 1, Bcl-xL primary -6, GLD-1 RNA inh 0, AGP1-GFP MLPCN 101, MEX-5 binding -0.6, CIT2 TOR yeast 100, GRK2 aptamer HTS 0 and MCL1 BIM primary 2.
`COc1ccc(CCn2c(C3CCCCC3)nc3c(c(=O)c4ccccc4n3C)c2=O)cc1` gave VLA-4 inh 0, Fam108B counter -3, Bcl-xL primary 6, GLD-1 RNA inh -2, AGP1-GFP MLPCN 93, MEX-5 binding 0.2, CIT2 TOR yeast 69, GRK2 aptamer HTS 1 and MCL1 BIM primary 3.
For Cc1cc(O)ccc1N1C(=O)c2cccc3cc([N+](=O)[O-])cc(c23)C1=O the results were VLA-4 inh -4, Fam108B counter 3, Bcl-xL primary 14, GLD-1 RNA inh 10, AGP1-GFP MLPCN 97, MEX-5 binding -0.1, CIT2 TOR yeast 103, GRK2 aptamer HTS 2 and MCL1 BIM primary 15.
`CCN(CC(=O)N1CCCC1)S(=O)(=O)c1cc(C)ccc1OC` gave VLA-4 inh 4, Fam108B counter -5, Bcl-xL primary -4, GLD-1 RNA inh 3, AGP1-GFP MLPCN 96, MEX-5 binding -0.7, CIT2 TOR yeast 99, GRK2 aptamer HTS 1 and MCL1 BIM primary -14.

Bioassay records deposited in PubChem by several laboratories.
